# From PubChem
# CD40 NFkB inh = CD40 pathway inhibition in BL2 cells | AID 1053188 | 83,000 tested, 0.94% active | inhibition, % at 10 µM | BL2 NF-kB luciferase reporter, CD40L-induced, 4 h;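 active means mean inhibition of at least 50% with a set share of replicates also reaching that level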;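 further: 0% = neutral control wells and 100% = IKK inhibitor VII at 50 µM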
# * = called active by the depositor; & = joins results of further samples; [ ] = dose if it differs, or a comment.
CD40 NFkB inh	Molecule
5	O=C(c1cnccn1)N1CCN(C/C=C/c2ccccc2)CC1
24	NC(=O)c1ccsc1NC(=O)C1CC1
8	O=C(Cc1cccs1)NC(Cc1c[nH]c2ccccc12)C(=O)O (stereo not drawn)
0	CN1CCc2c(n(CC(O)CN3CCN(CCO)CC3)c3ccccc23)C1=O (stereo not drawn)
-1[25 µM]	CS(=O)(=O)c1ccc(-c2cc(Br)sc2-c2ccc(F)cc2)cc1
6	C[C@@H]1CN([C@@H](C)CO)C(=O)c2c(c3ccccc3n2C)-c2ccccc2CO[C@@H]1CN(C)C(=O)c1ccc(F)cc1
-22	c1cc(-c2ccc3[nH]ccc3c2)n2ccnc2c1
-3	Nc1ccc(Br)c2cccnc12
-12	O=C(Nc1ccc2c(c1)OCCO2)C1CCN(c2ncccn2)CC1
0[25 µM]	C/C=C/c1ccc([C@@H]2[C@@H](CN(CC)C(C)=O)N(Cc3cccnc3)[C@H]2CO)cc1
8	O=C(Nc1nnc(-c2ccc(F)cc2)o1)c1ccc(S(=O)(=O)N2CCOCC2)cc1
28	COCC(C)NC(=O)Cc1ccc(F)cc1 (stereo not drawn)
8	CN(C)CCCNC(=O)CCc1ncc(C(F)(F)F)cc1Cl
11	CCOc1ccc2nc(NC(=O)COC)sc2c1
-4[25 µM]	COCC(=O)N1C[C@H]2[C@@H](c3ccccc31)[C@@H](CO)N2Cc1ccccc1
4[25 µM]	C[C@@H]1CN([C@H](C)CO)C(=O)c2cc(NS(=O)(=O)c3ccc(F)cc3)ccc2O[C@@H](C)CCCCO[C@H]1CN(C)C(=O)Nc1ccc2c(c1)OCO2
-13[25 µM]	COc1ccccc1C(=O)Nc1ccc2c(c1)C(=O)N(C)C[C@@H](OC)[C@H](C)CN(C(C)=O)[C@@H](C)CO2
68*[25 µM]	COc1ccc(C#Cc2ccc([C@@H]3[C@H](CO)N4CCCCN(C(=O)Nc5cccc(F)c5)C[C@@H]34)cc2)cc1
-2[25 µM]	CC(C)=CCCC(C)(OC1OC(COC2OC(CO)C(O)C2O)C(O)C(O)C1O)C1CCC2(C)C1C(O)CC1C3(C)CCC(OC4OC(CO)C(O)C(O)C4OC4OC(CO)C(O)C(O)C4O)C(C)(C)C3CCC12C (stereo not drawn)
-6	C=CCn1c(=O)/c(=C/c2ccc(Cl)cc2)s/c1=C(\C#N)c1nnc2n1CCCCC2
5	O=C(Nc1ccccc1C(=O)N1CCOCC1)C1CC(=O)N(C2CCCC2)C1 (stereo not drawn)
7	CCC1CCCCN1C(=O)CSc1nc(N)cc(N)n1 (stereo not drawn)
-20	Cc1ccc2[nH]c(O)c(N=Nc3ccccc3[N+](=O)[O-])c2c1
-4	Nc1nc(C(c2ccccc2)c2ccccc2)cs1
-7	Cc1oc(-c2ccccc2)nc1C(=O)OCC(=O)NCc1ccc(Cl)cc1
11	COc1ccc(C(=O)C2CCCN(Cc3cccn3-c3nccs3)C2)cc1OC (stereo not drawn)
-6	CC(=O)Nc1cccc(-c2ccnc3c2CC(C(=O)Nc2cccc(N(C)C)c2)O3)c1 (stereo not drawn)
5	CC(=O)NC12CC3CC(C1)CC(C(=O)N(C)CC(=O)Nc1ccccc1Cl)(C3)C2
-28	CS(=O)(=O)c1ccc(C(=O)OCC(=O)NNC(=O)COc2ccc(Cl)cc2)cc1
43[25 µM]	CC(C)C#Cc1ccc([C@H]2[C@H](C#N)N(C(=O)C3CC3)[C@H]2CO)cc1

# Other entries follow.
CD40 NFkB inh	Molecule
-6	Cc1cccc2[nH]c3c(N4CC=C(c5ccc(F)cc5)CC4)ncnc3c12
19	Clc1cccc(Cl)c1CO/N=C/c1c(-c2ccccc2)nc2n1CCS2
-1	CC(=O)c1ccc(OCC(=O)N(CCC2=CCCCC2)c2c(N)n(Cc3ccccc3)c(=O)[nH]c2=O)cc1
5	COc1ccc(N2CCN(C(C)C(=O)N3CC(C)OC(C)C3)CC2)cc1 (stereo not drawn)
7	Cc1ccc(CS(=O)(=O)c2nc3c(c(N(C)C)n2)CCCC3)cc1
-3	FC(F)(F)c1cc(Oc2ccccc2)ncc1-c1nnc(-c2ccccc2Cl)o1
9	C[C@H](NC(=O)c1ccc(C(C)(C)C)cc1)C(=O)N1CCN(C/C=C/c2ccccc2)CC1
1	Cc1cc(/N=C/N(C)C)on1
1	COCCn1c(SCC(=O)NCc2ccc3c(c2)OCO3)nc2ccccc2c1=O
87*[25 µM]	c1cc(-c2cnn3cc(-c4ccc(OCCN5CCCCC5)cc4)cnc23)ccn1
10	Clc1nn2cnnc2c2ccccc12
40[25 µM]	O=C(C[C@H]1CC[C@@H]2[C@H](COC[C@H](O)CN2Cc2ccc(Oc3ccccc3)cc2)O1)N1CCN(c2ccccc2)CC1
14	NS(=O)(=O)c1ccc(NC(=O)c2ccc(S(=O)(=O)N3CCCCC3)cc2)cc1
-2	COc1ccc2c(CC(=O)OCc3nc4ccsc4c(=O)[nH]3)coc2c1
-14	O=C(Nc1ccc(-c2nnco2)cc1)c1ccccc1
1	CC(C)Cc1nnc(NC(=O)CN2C(=O)NC3(CCCC3)C2=O)s1
-11	Cc1cc(C(=O)Nc2cccc3ccccc23)oc1C
-5[25 µM]	C[C@@H]1COCc2cn(nn2)CC[C@H](C)C(=O)N1
36	CCCC(NCC(O)COc1ccc(-c2ccccc2)cc1)c1ccccc1 (stereo not drawn)
-3	O=C(OCc1cc([N+](=O)[O-])cc2c1OCOC2)c1cccnc1SC(F)F
9	COc1ccccc1C(=O)NC(=O)COC(=O)c1ccc(C)o1
-10[25 µM]	O=C(Nc1ccccc1)C12CC1/C(=N\O)c1ccccc1O2 (stereo not drawn)
-5	CC(C)CCNC(=O)Cc1ccccc1[N+](=O)[O-]
6	CC(C)(C)CC(=O)Nc1nnc(C(F)(F)F)s1
8	O=C(OCCCc1ccncc1)c1ccc(S(=O)(=O)N2CCOCC2)cc1
-16	Cc1ccc2nc(NC(=O)CN3C(=O)NC4(CCCC4)C3=O)sc2c1
3	COc1ccc(C(=O)COC(=O)c2cnc(C)cn2)c(OC)c1
-1	CN(C)C(=O)c1cccc(-c2ccc([C@H]3[C@@H](C#N)N(C(=O)C4CCC4)[C@@H]3CO)cc2)c1
3	O=C(COC(=O)c1nc(Cl)ccc1Cl)NC1CCCCC1
-15	O=C(Nc1c(-c2cccs2)nc2ccccn12)c1ccc2ccccc2c1

# Following part:
CD40 NFkB inh	Molecule
-4	Cn1c(=O)c2cc(NC(=O)NCc3ccccc3)ccc2n1C/C=C/c1ccccc1
-14	CCN(C1CCS(=O)(=O)C1)S(=O)(=O)c1ccc(Cl)s1 (stereo not drawn)
6	O=C(Nc1cc(S(=O)(=O)N2CCCCC2)ccc1O)c1ccccc1NS(=O)(=O)c1ccc(F)cc1
3	O=C(COC(=O)c1ccco1)Nc1ccc(Cl)cn1
10[25 µM]	O=C(N[C@@H]1CC[C@H](CC(=O)N2CCOCC2)O[C@H]1CO)c1cccc(F)c1
-4[25 µM]	Cc1ccc(OC(=O)N(C)C[C@@H]2OCc3ccccc3-c3ccccc3C(=O)N([C@@H](C)CO)C[C@@H]2C)cc1
1	O=C(c1ccco1)N1CCC(c2nc3ccccc3[nH]2)CC1
16	CCC(NC(=O)NCc1ccc2c(c1)OCO2)(C(F)(F)F)C(F)(F)F
-21	Cc1ccn2cc(-c3cnoc3C)nc2c1
-4	CN1CCN(C(c2cccnc2)c2ccc3cccnc3c2O)CC1 (stereo not drawn)
7	O=C(N/N=C/c1ccc(-c2ccc(Br)cc2)o1)c1ccc2c(c1)OCO2
5	O=C(CNC(=O)c1ccccc1)NCCO
7	CCOc1ccc(C2C(C(=O)O)c3ccccc3C(=O)N2CCN2CCOCC2)cc1 (stereo not drawn)
14	Cn1c(=O)c2c(nc(CN3CCCCC3)n2CCc2ccccc2)n(C)c1=O
0	COc1ccc(CCNC(=O)CCC(=O)NC2CCCCC2)cc1OC
8	Cc1c(C)c2c(c(C)c1O)CCC(C)(C(=O)O)O2 (stereo not drawn)
7	CCN(CC)C(=O)Cn1c(=O)n(C)c2ccccc21
-10	CCOC(=O)N1CCC(=NNC(=O)c2cc3ccccc3cc2O)CC1
-13	O=C(c1ccccc1)c1cccc(NC(=O)C2CC2)c1
-10	CN(C)CC(=O)N1[C@H](CO)[C@H](c2ccc(-c3ccccc3F)cc2)[C@@H]1C#N
0[25 µM]	COc1ccc(S(=O)(=O)N(C)C[C@@H]2Oc3ccc(NS(=O)(=O)c4c(C)noc4C)cc3C(=O)N([C@@H](C)CO)C[C@H]2C)cc1
0	O=C(CN(C1CCCCC1)S(=O)(=O)c1ccccc1)NCc1cccnc1
1	O=C(Cc1ccccc1)N[C@@H](Cc1ccccc1)c1nc2ccccc2[nH]1
5	CC1CCCC(NC(=O)COC(=O)c2cc(=O)[nH]c3ccccc23)C1C (stereo not drawn)
6	CC(=O)NC(C)C(=O)OCC(=O)c1ccc(Cl)s1 (stereo not drawn)
1	COc1ccccc1N1CCN(c2cnccn2)CC1
0	CCCCn1c(N)c(N(CC(C)C)C(=O)C2CC(=O)N(Cc3ccccc3)C2)c(=O)[nH]c1=O (stereo not drawn)
0	CC(C)CC#Cc1ccc([C@H]2[C@@H](CO)N3C(=O)CN(C(=O)NC4CCCC4)C[C@@H]23)cc1
10	COC(=O)c1ccc(CSc2nnc(-c3ccccc3)n2C)o1
5[25 µM]	C[C@H](CO)N1C[C@H](C)[C@@H](CN(C)S(=O)(=O)c2ccc(Oc3ccccc3)nc2)OCc2cnnn2CCCC1=O

# Part of the list above, tab-delimited.
molecule	CD40 NFkB inh
O=C(N/N=C/c1ccc(-c2ccc(Br)cc2)o1)c1ccc2c(c1)OCO2	7
O=C(CNC(=O)c1ccccc1)NCCO	5
CCOc1ccc(C2C(C(=O)O)c3ccccc3C(=O)N2CCN2CCOCC2)cc1 (stereo not drawn)	7
Cn1c(=O)c2c(nc(CN3CCCCC3)n2CCc2ccccc2)n(C)c1=O	14
COc1ccc(CCNC(=O)CCC(=O)NC2CCCCC2)cc1OC	0
Cc1c(C)c2c(c(C)c1O)CCC(C)(C(=O)O)O2 (stereo not drawn)	8
CCN(CC)C(=O)Cn1c(=O)n(C)c2ccccc21	7
CCOC(=O)N1CCC(=NNC(=O)c2cc3ccccc3cc2O)CC1	-10
O=C(c1ccccc1)c1cccc(NC(=O)C2CC2)c1	-13
CN(C)CC(=O)N1[C@H](CO)[C@H](c2ccc(-c3ccccc3F)cc2)[C@@H]1C#N	-10
COc1ccc(S(=O)(=O)N(C)C[C@@H]2Oc3ccc(NS(=O)(=O)c4c(C)noc4C)cc3C(=O)N([C@@H](C)CO)C[C@H]2C)cc1	0[25 µM]
O=C(CN(C1CCCCC1)S(=O)(=O)c1ccccc1)NCc1cccnc1	0
O=C(Cc1ccccc1)N[C@@H](Cc1ccccc1)c1nc2ccccc2[nH]1	1
CC1CCCC(NC(=O)COC(=O)c2cc(=O)[nH]c3ccccc23)C1C (stereo not drawn)	5
CC(=O)NC(C)C(=O)OCC(=O)c1ccc(Cl)s1 (stereo not drawn)	6
COc1ccccc1N1CCN(c2cnccn2)CC1	1
CCCCn1c(N)c(N(CC(C)C)C(=O)C2CC(=O)N(Cc3ccccc3)C2)c(=O)[nH]c1=O (stereo not drawn)	0

# Next section.
CD40 NFkB inh	Molecule
2	CCC(CO)NCC#Cc1ccccc1 (stereo not drawn)
2	CC(NC(=O)CCNC(=O)c1ccco1)c1ccccc1 (stereo not drawn)
4	COc1ccc(NC(=O)COC(=O)C2CC2)cc1S(=O)(=O)N1CCCCC1
22	Cc1cc(C)n(CCc2nc(-c3ccc(C(C)(C)C)cc3)cs2)n1
30	Cc1oc2c(c1C(=O)NCc1cc(C(=O)O)co1)CCCC2
-8[25 µM]	O=C([C@H]1[C@H](CO)[C@H]2Cn3c(ccc(-c4ccc(F)cc4)c3=O)[C@H]2N1Cc1cocn1)N1CCCCC1
4[25 µM]	C/C=C/c1ccc([C@H]2[C@@H](C#N)N(c3ncc(CC)s3)[C@H]2CO)cc1
8	CC(C)[C@H](NC(=O)c1ccc([N+](=O)[O-])cc1Cl)C(=O)N1CCN(C/C=C/c2ccccc2)CC1
7[25 µM]	O=C(C[C@H]1C[C@@H]2c3cc(NC(=O)C4CCC4)ccc3O[C@@H]2[C@H](CO)O1)NC1CCCC1
8	CC1(C)CC(NCc2ccccc2)CCO1 (stereo not drawn)
8	CCn1c(SCC(=O)Nc2nnc(C)s2)nnc1-c1ccco1
-60	Nc1nc2ccc(Oc3ccccc3)cc2s1
8	CC(C)c1ccc(CN(C)C(=O)c2ccc(S(=O)(=O)NCc3ccco3)cc2)cc1
2	CO[C@@H](CN(C)S(=O)(=O)c1ccc(Cl)cc1)[C@@H](C)CN(Cc1ccccc1Cl)[C@H](C)CO
-46	O=C(CSc1nnc(C2CC2)n1C1CC1)c1cccs1
13	CCCCN(CC)S(=O)(=O)c1ccccc1
3	CCC(C)n1c(SCC(=O)NC2CCCC2)nc2ccccc2c1=O (stereo not drawn)
10	OC(c1ccc(F)c(F)c1)c1nc(-c2cc(F)cc(F)c2)cs1 (stereo not drawn)
12	CC1CC2(CCCCC2)N2C(=O)C(=O)c3cccc1c32 (stereo not drawn)
6[25 µM]	COc1ccc(S(=O)(=O)N(C)C[C@H]2OCc3cn(nn3)CCCC(=O)N([C@H](C)CO)C[C@H]2C)cc1
0	Cc1ccc(Cn2ccc(NC(=O)c3cc(-c4cccs4)on3)n2)cc1
5[25 µM]	C[C@H]1CN([C@@H](C)CO)C(=O)c2cc(-c3cccc(C(=O)N(C)C)c3)cnc2O[C@@H]1CN(C)C(=O)Cc1ccccn1
-2	Cc1nn(-c2ccccc2[N+](=O)[O-])c(=O)c2ccccc12
-28&0	COc1cccc(-c2ccc(C3[C@H]4CNC[C@@H]3N4S(=O)(=O)c3cccc(Cl)c3)cc2)c1 (stereo partly drawn)
-10[25 µM]	CCCC(=O)Nc1ccc2c(c1)OC[C@H](C)N(C(=O)c1cccnc1)C[C@@H](C)[C@@H](OC)CN(C)C2=O
3[25 µM]	CCCNC(=O)N1CC2(CCN(S(=O)(=O)CC)CC2)c2c([nH]c3cc(OC)ccc23)[C@@H]1CO

# Not all compounds are listed; the hit share may differ from the screen's.
